Screening results (PubChem BioAssay)
Rac1 GTP hydrolysis – MgcRacGAP GTPase-activating activity inhibitors, confirmation, biochemical, ADP Hunter fluorescence | MgcRacGAP-stimulated Rac1 GTP hydrolysis, ADP Hunter fluorescence; higher % means a stronger effect; GST-tagged Rac1 F28L mutant substrate | inhibition, % at 30 µM; hits with a dose series show IC50 in µM | actives 0.6% (n = 340,000) | AID 624330;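 active = first-screen hits whose inhibition reached a set limit at any dose in the follow-up dose series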;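 note: fluorescence reports GDP produced by GAP-driven GTP hydrolysis; strong numbers were not always called active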
NOD1 NF-kB reporter – NOD1 signaling inhibitors, primary screen, cell-based, luminescence, uHTS (AID 1578); NOD1-driven NF-kB luciferase reporter cells, luminescence; higher % means a stronger effect; one-dose inhibition, % at 4 µM; EC50 in µM for titrated hits; actives 1% (n = 290,000); in the data active = inhibition mostly above about 36%, no sharp cut-off; inactive = mostly below about 34%;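 note: HEK-293T reporter cells stimulated with the NOD1 agonist gamma-tri-DAP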
NTR1 agonist – agonists of NTR1, primary screen, imaging, U2OS cells, beta-arrestin-GFP, high content (AID 493036); NTR1-U2OS beta-arrestin-GFP spot imaging, agonist mode; activation, % at 20 µM; actives 0.17% (n = 330,000);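 active = activation at or above 40% of the spot to cytoplasm intensity ratio, with at least 20 cells analyzed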;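 note: 0% = DMSO without peptide and 100% = 100 nM NTR1 peptide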
Target sequence (P30989 whole entry, looked up): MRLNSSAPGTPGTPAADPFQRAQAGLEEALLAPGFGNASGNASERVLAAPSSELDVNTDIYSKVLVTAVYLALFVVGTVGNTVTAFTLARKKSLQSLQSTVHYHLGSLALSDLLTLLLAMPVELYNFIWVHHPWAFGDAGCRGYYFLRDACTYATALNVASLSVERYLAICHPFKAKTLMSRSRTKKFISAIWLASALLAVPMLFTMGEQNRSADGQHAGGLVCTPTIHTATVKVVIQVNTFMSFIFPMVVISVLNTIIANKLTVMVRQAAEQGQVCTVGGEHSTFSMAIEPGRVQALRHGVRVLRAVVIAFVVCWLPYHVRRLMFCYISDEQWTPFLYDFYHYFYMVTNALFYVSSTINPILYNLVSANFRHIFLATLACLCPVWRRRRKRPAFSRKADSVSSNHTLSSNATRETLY
GPR35 arrestin U2OS – GPR35 antagonists blocking zaprinast-driven arrestin recruitment, primary screen, imaging, U2OS, beta-arrestin-GFP, zaprinast agonist (AID 2058); U2OS GPR35 beta-arrestin-GFP translocation imaging, zaprinast antagonism; higher % means a stronger effect; inhibition, % at 10 µM; hits with a dose series show IC50 in µM; actives 0.052% (n = 290,000);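 active = inhibition of at least 50% with at least 30 cells and total cytoplasm GFP at most 10,000,000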
GPR55 antagonists – inhibition of LPI-stimulated GPR55 beta-arrestin translocation – imaging, U2OS, beta-arrestin-GFP, LPI agonist, primary screen (AID 2013) | inhibition, % at 10 µM; hits with a dose series show IC50 in µM | actives 0.13% (n = 290,000) | U2OS GPR55 beta-arrestin-GFP translocation imaging, LPI antagonism; higher % means a stronger effect;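 active = spots per cell inhibited over 60%, with over 100 cells counted and total cytoplasm intensity under 500,000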;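 note: U2OS cells stably carrying GPR55 and arrestin-GFP stimulated by 5 µM LPI near EC80; imaged beta-arrestin-GFP aggregate spots per cell after agonist stimulation; plate controls were LPI-stimulated DMSO wells for no effect and DMSO wells without LPI for full effect; some results filed as inactive read as strong as hits; confirmed hits need IC50 under 10 µM and bright autofluorescent wells are also inconclusive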
GPR55 activation – GPR55 agonists via beta-arrestin recruitment, primary screen, imaging, U2OS cells, beta-arrestin-GFP redistribution (AID 1961); actives 0.048% (n = 290,000); U2OS GPR55 beta-arrestin-GFP redistribution imaging; higher % means a stronger effect; one-dose activation, % at 10 µM; EC50 in µM for titrated hits;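 active = activation above 40% with more than 50 cells counted in the well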;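 note: U2OS osteosarcoma cells stably expressing GPR55 and beta-arrestin-GFP; plate controls were DMSO negative control for no effect and LPI positive control for full effect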
KOR beta-arrestin-1 – KOR antagonists, beta-arrestin recruitment, cell-based, luminescence, uHTS (AID 1778); KOR beta-arrestin recruitment, luminescence, antagonist mode; higher % means a stronger effect; one-dose inhibition, % at 10 µM; IC50 in µM for titrated hits; actives 0.091% (n = 290,000); in the data active = inhibition above about 50%; note: strong numbers were not always called active
KOR beta-arrestin-2 – KOR agonists, beta-arrestin recruitment, primary screen, cell-based, luminescence, uHTS (AID 1777). KOR beta-arrestin recruitment, luminescence; higher % means a stronger effect. one-dose activation, % at 10 µM; EC50 in µM for titrated hits. actives 0.02% (n = 280,000); in the data active = activation above about 50%, passing the limit was not always enough; note: a part of the inactive calls stands beside numbers as strong as those of hits
UTI89 phage lysis – protection from phage-mediated lysis, alamar blue read-out – E. coli UTI89, K1F phage, bacterial capsule biogenesis inhibitors (AID 488966). E. coli UTI89 K1F phage lysis, alamar blue, 2 h; higher % means a stronger effect. inhibition, % at 100 µM; hits with a dose series show IC50 in µM. actives 0.02% (n = 340,000);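 active = phage lysis inhibition, versus mean bacterial control, above a set limit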;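 note: capsule biogenesis inhibitors block K1F phage lysis so surviving cells raise fluorescence; higher fluorescence means more inhibition of phage lysis; actives were called in the ten point dose series up to 300 µM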
NTR1 agonist cell count 20 µM – second read-out of NTR1 agonist, no call of its own (marks repeat the call); cell count; measured here: cell count, cytotoxicity flag
* marks the source's active call; other numbers are inactive results; / = no result given; [ ] = remark or other dose.

Sequence of screens – Rac1 GTP hydrolysis	NOD1 NF-kB reporter	NTR1 agonist	NTR1 agonist cell count 20 µM	GPR35 arrestin U2OS	GPR55 antagonists	GPR55 activation	KOR beta-arrestin-1	KOR beta-arrestin-2	UTI89 phage lysis
- CCC1(C)Cc2c(sc(NC(=S)NC(=O)c3ccccc3)c2C#N)CO1 (stereo not given)
  14%	-15%	-0.7	15	3%	-19%	0.8%	21%	-3.6%	3.1%
- Nc1ccc(-n2nncc2-c2ccccc2)cc1
  11%	-11%	0.8	48	-19%	-5%	0.1%	12%	1.8%	0.3%
- CCc1ccc(Oc2coc3cc(OC(=O)c4cc5ccccc5oc4=O)ccc3c2=O)cc1
  2%	-18%	-0.6	54	2%	13%	-0.2%	32%	6.6%	0.0%
- COc1ccc(NC(=O)/C(C#N)=C\c2ccc(OCc3ccc(C(=O)O)cc3)c(OC)c2)cc1
  9%	28%	5.0	72	0%	6%	1.2%	-1%	-5.7%	-0.1%
- COCCCNC(=O)CCC(=O)Nc1ccc2nc(N3CCOCC3)cc(C)c2c1
  2%	/	-1.7	85	-2%	8%	-0.1%	-14%	3.4%	0.3%
- COc1ccc(/C=C2\C(=O)NCC(=O)N2Cc2ccccc2)cc1
  7%	-13%	0.5	57	3%	6%	0.2%	-5%	-3.7%	-1.0%
- c1ccc2c(c1)nc(N1CCOCC1)c1ccccc12
  7%	-48%	0.5	39	-2%	2%	-0.3%	-24%	-6.0%	0.0%
- O=C(c1ccco1)N1CCN(C(=O)N2c3ccccc3Sc3ccccc32)CC1
  1%	-15%	4.5	44	-2%	-26%	-0.1%	-100%	1.3%	4.6%
- Cc1nc(-c2cccnc2)sc1C(=O)Nc1ccc(C(F)(F)F)cc1
  -6%	12%	4.7	78	1%	2%	-0.3%	-42%	1.3%	-0.2%
- O=C(NN1CCOCC1)c1cc(-c2cccs2)nc2ccccc12
  4%	-7%	0.5	60	3%	4%	-0.1%	11%	-2.3%	1.3%[50 µM]
- Cc1cccc(C)c1OCC(=O)N/N=C/c1ccc2c(c1)OCO2
  2%	-2%	-0.4	52	4%	0%	-0.1%	-15%	2.2%	0.7%
- COc1ccc(C(=O)O)cc1NC(=S)NC(=O)/C=C/c1ccc(C(C)C)cc1
  15%	-8%	8.9	85	-3%	-6%	-0.1%	-109%	1.5%	0.3%
- C[C@H](NC(=O)[C@@H]1CSC2c3ccccc3C(=O)N21)C(=O)NCc1c(F)cccc1Cl (stereo not given in full)
  1%	10%	1.2	49	2%	-23%	0.4%	-30%	13%	-0.2%
- O=C(Oc1ccc2c3c(c(=O)oc2c1)CCC3)c1ccccc1[N+](=O)[O-]
  /	-10%	0.6	54	1%	0%	-0.3%	-12%	31%	/
- O=C1c2ccc(Oc3ccc([N+](=O)[O-])cc3)cc2C(=O)N1CCCO
  10%	-12%	2.0	65	9%	-6%	-0.2%	-36%[20 µM]	9.7%	0.8%
- CCCn1c(C)cc(/C=C(\C#N)C(=O)OCC(=O)Nc2cc(OC)c(OC)c(OC)c2)c1C
  6%	-34%	-0.5	42	3%	-12%	-0.1%	28%	-4.6%	2.4%
- Cc1nnsc1-c1onc(C)c1C(=O)O/N=C/c1ccc(Cl)cc1
  7%	-9%	0.9	46	10%	-5%	0.2%	-4%	38%	0.5%
- COc1ccc(/C(O)=C2/C(=O)C(=O)N(Cc3ccco3)C2c2cccs2)cc1 (stereo not given)
  5%	4%	0.3	43	-6%	-2%	-0.3%	8%	7.5%	3.1%
- CCN1CCC(C(N)=O)CC1
  2%	13%	0.0	74	4%	11%	0.2%	14%	3.1%	0.2%
- COc1ccc(Nc2nc3ccccc3nc2NS(=O)(=O)c2ccc(NC(C)=O)cc2)cc1
  6%	-4%	1.3	59	7%	11%	-0.1%	14%	-0.2%	-0.2%
- COc1ccc(/C=N/n2cnn(Cc3ccccc3Cl)c2=S)cc1OC
  6%	-2%	3.1	101	6%	16%	-0.3%	8%	3.1%	-2.8%
- Cc1oc(-c2ccc(Cl)cc2)nc1CS(=O)CC(=O)NCCCN1CC(C)CC(C)C1 (stereo not given)
  11%	-18%	-0.2	60	5%	3%	1.0%	13%	2.5%	0.8%
- COCCNC(=S)N/N=C/c1ccc(-c2ccc([N+](=O)[O-])cc2)o1
  4%	1%	35	62	-5%	14%	7.8%	31%	5.8%	0.0%
- COc1cc2c(cc1OC)C(COc1ccc3c(C)cc(=O)oc3c1)N(C(=O)c1ccco1)CC2 (stereo not given)
  4%	37%	1.1	74	-2%	-2%	-0.5%	-21%	3.5%	0.2%
- O=C(Nc1nccs1)C1CCN(S(=O)(=O)c2ccccc2)CC1
  -5%	-21%	-1.1	42	-4%	2%	0.2%	0%	3.4%	-1.0%
- CCOc1ccc(CN(C)C(=O)c2cc3ccccc3o2)cc1OC
  7%	-27%	-0.7	46	10%	-13%	-0.1%	-24%	4.2%	0.5%
- CCOC(=O)C(NC(C)=O)C(=O)Nc1ccc(C)cc1C (stereo not given)
  2%	-14%	-0.3	87	-3%	9%	0.2%	30%[20 µM]	-3.3%	0.2%
- COc1ccc(C(=O)N2CCC(CCC(=O)Nc3cccc(C)c3)CC2)cc1
  5%	-16%	1.1	79	2%	6%	-0.2%	-24%	4.0%	-0.4%[50 µM]
- CC(C)c1ccc(NC(=O)c2cccc(NC3=NC4CS(=O)(=O)CC4S3)c2)cc1 (stereo not given)
  10%	-3%	6.3	48	-10%	-2%	-0.1%	-11%[20 µM]	-1.5%	0.0%
- Cc1cc(C(=O)NC2CC(C)(C)Cc3c2cnn3-c2cccc(F)c2)nn1C (stereo not given)
  6%	5%	1.1	55	6%	11%	0.2%	0%	-0.4%	0.1%
- NC(=O)c1ccc(NC(=O)CC23CC4CC(CC(Br)(C4)C2)C3)cc1
  7%	15%	1.4	47	10%	4%	-0.4%	-33%	1.2%	-0.7%
- Nc1cc(Cl)ccc1N1CCCC1
  7%	-30%	-0.8	50	-6%	1%	-0.2%	2%	1.8%	2.9%
- Cc1cc(NC(=O)CSCc2nc(-c3cccc(Cl)c3)oc2C)no1
  -1%	-32%	-1.6	102	-17%	16%	-0.2%	-4%	2.1%	0.3%
- O=c1c(CN2CCN(c3ccccn3)CC2)coc2ccccc12
  22%	-33%	-1.3	84	-9%	7%	0.6%	/	-0.7%	0.2%
- CCN(CC)CCCn1c(C)cc2c(c1=O)C(c1cc(OC)c(OC)cc1OC)C(C#N)=C(N)O2 (stereo not given)
  5%	8%	2.8	36	-6%	-1%	-0.3%	22%	0.0%	2.6%
- O=C(CN1N=C(c2ccc(Cl)cc2)CCC1=O)NCCN1CCc2ccccc2C1
  6%	-36%	-0.9	45	2%	1%	1.0%	-16%	1.6%	3.9%
- O=C(O)CCc1ccc(-c2ccc(Cl)cc2)n1CC(=O)Nc1ccccc1
  0%	9%	-0.1	80	8%	11%	-0.1%	-3%	-2.2%	0.0%
- CC(C)c1ccc(S(=O)(=O)N2CCN(C(=O)C3CCCCC3)CC2)cc1
  5%	12%	1.3	42	-4%	0%	-0.1%	-12%	14%	0.3%
- COC(=O)c1sc2ncn(N)c(=O)c2c1C
  /	11%	0.8	55	-3%	-9%	0.4%	38%	-1.9%	/
- CC(Sc1nc(NC(C)(C)C)nc(N(C)C)n1)C(=O)Nc1ccccc1 (stereo not given)
  4%	-2%	6.0	68	4%	-14%	0.6%	-34%	1.7%	0.7%
- CN(C)CCN(C(=O)c1ccc2c(c1)CCCC2)c1nc2cc3c(cc2s1)OCCO3
  7%	-5%	9.6	61	-4%	24%	1.2%	-25%	5.4%	1.2%[50 µM]
- S=c1nccc(-c2ccc(Cl)cc2)[nH]1
  /	-8%	-0.2	56	6%	1%	0.3%	13%	/	/
- COc1cc(CN(CC2CCCO2)C(=O)c2ccco2)cc(OC)c1OC (stereo not given)
  10%	21%	1.3	62	17%	-4%	-0.1%	-26%	1.9%	0.1%
- Cc1ccc(-c2c(C#N)c(N)nc3c2CCCCC3)o1
  8%	5%	0.3	58	9%	-6%	-0.2%	13%	-1.2%	1.7%
- Cc1ccc2occ(CN3CCN(c4ccccc4)CC3)c(=O)c2c1
  1%	-24%	-0.7	47	0%	3%	-0.1%	3%	-2.8%	4.5%
- Cc1nc2ncccn2c1-c1csc(Nc2ccc(S(N)(=O)=O)cc2)n1
  13%	-16%	0.0	69	2%	-3%	-0.3%	-47%[20 µM]	0.3%	3.0%
- O=C(NCc1ccc(Cl)cc1)C(=O)NCC(c1cccnc1)N1CCN(c2ccc(F)cc2)CC1 (stereo not given)
  0%	-16%	3.2	88	1%	1%	-0.3%	-14%	3.3%	0.2%
- O=Cc1ccc(OC(=O)C2CC(=O)N(c3ccc(F)cc3)C2)cc1 (stereo not given)
  3%	-7%	1.9	60	13%	11%	-0.1%	-22%	7.8%	-0.1%
- CC(C)N(c1nnc(N)s1)C(C)C
  6%	11%	-1.0	73	0%	6%	0.1%	1%	-9.1%	-0.1%
- Cc1sc2nc(CN3CCOCC3)nc(NCCc3ccccc3)c2c1C
  18%	6%	5.9	60	3%	-5%	0.0%	-5%	-7.8%	0.0%

Following part
Sequence of screens – Rac1 GTP hydrolysis	NOD1 NF-kB reporter	NTR1 agonist	NTR1 agonist cell count 20 µM	GPR35 arrestin U2OS	GPR55 antagonists	GPR55 activation	KOR beta-arrestin-1	KOR beta-arrestin-2	UTI89 phage lysis
- CC1(C)CC(NC(=O)C2CCCCC2C(=O)O)CC(C)(C)N1 (stereo not given)
  4%	-13%	0.4	74	-2%	-8%	0.1%	8%	1.1%	0.3%
- CC(=O)Nc1cccc(NC(=O)C2CCCN2C(=O)Nc2cccc(C)c2)c1 (stereo not given)
  7%	-11%	-0.1	45	13%	5%	-0.1%	-25%	2.3%	3.3%
- CN1CCN(c2nc3c(c(=O)[nH]c(=O)n3C)n2CCOc2ccccc2)CC1
  11%	/	/	/	-6%	5%	-0.1%	5%	-1.8%	0.3%
- O=C(N/N=C/c1cc(Br)c(Br)o1)C(O)c1ccccc1 (stereo not given)
  9%	-22%	-2.3	90	-1%	4%	0.5%	-13%	4.1%	0.0%
- CCCCCCCN(C(=O)CCl)c1cccc(C)c1
  6%	57%*	9.2	45	5%	1%	-0.1%	4%	-3.1%	0.3%
- COc1ccc(N2C(=O)c3cccc4cc(Br)cc(c34)C2=O)cc1
  3%	-21%	-0.8	103	-24%	-8%	-0.1%	-235%[20 µM]	22%	-0.1%

A portion of the library; rates above refer to the full screens.
